High-throughput results as filed in PubChem.
Mtb FBA inh: inhibits M. tuberculosis FBA enzyme. AID 588726. purified M. tuberculosis FBA, fluorescence read-out. inhibition, % at 1 µM. hit rate 2.3% among 360,000. P9WQA3; in the data active = inhibition above about 27%;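 note: 0% = vehicle and 100% = reference inhibitor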
Target sequence (P9WQA3 whole entry, looked up): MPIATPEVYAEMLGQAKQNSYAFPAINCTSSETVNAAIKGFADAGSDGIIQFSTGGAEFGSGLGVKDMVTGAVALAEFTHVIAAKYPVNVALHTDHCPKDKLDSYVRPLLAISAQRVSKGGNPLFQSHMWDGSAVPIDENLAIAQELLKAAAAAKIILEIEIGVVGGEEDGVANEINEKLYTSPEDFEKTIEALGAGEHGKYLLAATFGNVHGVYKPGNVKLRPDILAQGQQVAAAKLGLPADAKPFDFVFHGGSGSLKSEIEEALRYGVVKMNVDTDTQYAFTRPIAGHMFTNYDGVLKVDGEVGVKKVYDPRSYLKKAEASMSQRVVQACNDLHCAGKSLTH
UGM FP inh: blocks M. tuberculosis UGM enzyme; purified UGM, fluorescence polarization probe displacement; inhibition, % at 10 µM; hit rate 0.06% among 320,000; AID 504406; in the data active = inhibition above about 10%, passing the limit was not always enough; inconclusive = no clear call, values can overlap the other calls
Target sequence (P9WIQ1 whole entry, looked up): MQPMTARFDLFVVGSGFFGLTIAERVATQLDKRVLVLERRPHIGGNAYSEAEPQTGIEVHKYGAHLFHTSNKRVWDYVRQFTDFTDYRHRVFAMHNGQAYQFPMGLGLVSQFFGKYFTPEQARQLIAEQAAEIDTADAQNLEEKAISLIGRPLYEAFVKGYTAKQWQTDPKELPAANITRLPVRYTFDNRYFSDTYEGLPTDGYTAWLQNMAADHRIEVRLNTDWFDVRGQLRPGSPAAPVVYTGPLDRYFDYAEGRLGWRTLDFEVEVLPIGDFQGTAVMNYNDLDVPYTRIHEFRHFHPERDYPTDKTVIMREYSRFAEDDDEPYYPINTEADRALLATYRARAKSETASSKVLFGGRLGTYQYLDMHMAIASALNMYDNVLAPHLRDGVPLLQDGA
GDH-TPI counter: GDH-TPI coupled enzyme inhibition counter-screen. GDH-TPI coupled enzyme counterscreen, NADH absorbance. inhibition, % at 4.8 µM. hit rate 1.2% among 360,000. AID 588335; in the data active = inhibition above about 30%;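 note: 0% = DMSO wells and 100% = wells lacking the enzyme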
BoNT-F LC inh: inhibitors of Botulinum neurotoxin F light chain protease | Multiplex microsphere protease cleavage assay, flow cytometry | inhibition, % at 10 µM | hit rate 0.22% among 360,000 | AID 588497; in the data active = inhibition above about 35%, passing the limit was not always enough; inconclusive = no clear call, values can overlap the other calls; note: plate controls were buffer without enzyme for full effect and enzyme alone for no effect
FadD28 FP inh: M. tuberculosis FadD28 bisubstrate binding inhibition | FadD28 bisubstrate probe binding, fluorescence polarization | inhibition, % at 12.5 µM | hit rate 0.22% among 360,000 | AID 588549; in the data active = inhibition above about 8.5%, passing the limit was not always enough; inconclusive = no clear call, values can overlap the other calls
Mtb BioA inh: blocks M. tuberculosis BioA enzyme activity | purified M. tuberculosis BioA enzyme, plate reader | inhibition, % at 9.99 µM | hit rate 0.096% among 360,000 | AID 602481; in the data active = inhibition above about 40%; inconclusive = no clear call, values can overlap the other calls
PfHsp40 rescue: restores yeast growth despite PfHsp40 toxicity. S. cerevisiae expressing PfHsp40, growth rescue, ATP luminescence. growth rescue, % at 12.5 µM. hit rate 0.68% among 340,000. AID 504582; in the data active = growth rescue above about 28%, passing the limit was not always enough; inconclusive = no clear call, values can overlap the other calls;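 note: yeast W303a lacking pdr1 and pdr3 grown in galactose medium; growth measured after three days at 30 °C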
BoNT A protease: BoNT A light chain protease inhibition. multiplex microsphere protease substrate cleavage, flow cytometry. inhibition, % at 10 µM. hit rate 0.17% among 360,000; note: plate controls were buffer without enzyme for full effect and enzyme alone for no effect
Anthrax LF inh2: anthrax lethal factor protease inhibition; multiplex microsphere protease cleavage assay, LF; AID 588501; inhibition, % at 10 µM; hit rate 0.12% among 360,000; note: plate controls were buffer without enzyme for full effect and enzyme alone for no effect
Numbers without * were called inactive; ? = inconclusive; . = no result given; & = joins results of further samples. Cut-off read from the data, not from the text of the source, unless noted: active = inhibition above about 30%; inconclusive = no clear call, values can overlap the other calls; inactive = below that.

SMILES	Mtb FBA inh	UGM FP inh	GDH-TPI counter	BoNT-F LC inh	FadD28 FP inh	Mtb BioA inh	PfHsp40 rescue	BoNT A protease	Anthrax LF inh2
CCN=C1NN=C(c2c[nH]c3ccccc23)CS1	-1	-0.7	11	-8	-0.2	.	.	0.9	-8
CS(=O)(=O)Nc1ccc2c(c1)C(=O)OC2	1	-3.6	-7	0	-0.3	-0.2	1.3	-0.2	1
CN1C2C=C(N(C(=O)c3ccc(Cl)cc3)c3ccccc3)CC1CC2 (stereo unspecified)	-1	3.3	-3	-8	-2.6	0.9	0.3	0.9	0
CC1(C)CC(=O)C(c2c[nH]c3ccccc23)C(=O)C1	-1	-0.9	1	-1	-0.5	.	0.7	-0.1	4
CC(C)NC(=O)N(C)C[C@H]1Oc2ccc(NS(=O)(=O)c3ccc(Cl)cc3)cc2CC(=O)N([C@@H](C)CO)C[C@@H]1C	1	0.3	1	3	-0.7	7.0&-0.7	-0.8	-0.2	2
COc1ccc(Br)cc1/C=C1\Oc2ccccc2NC1=O	2	-0.7	-3	23	1.3	-0.4	.	-0.7	-2
CC(C)S(=O)(=O)NC(=O)C1(C)CCN1C(=O)Cc1ccccc1Cl (stereo unspecified)	1	.	-4	-5	-2.9	-1.8	.	-0.4	1
Cc1ccc(S(=O)(=O)CC(O)COc2ccc(F)cc2Cl)cc1 (stereo unspecified)	5	-0.5	2	1	-1.0	-2.2	-1.6	-0.8	0
Cc1cccc(S(=O)(=O)Nc2nc3ccccc3nc2Nc2ccc3c(c2)OCO3)c1	-2	0.1	21	-5	-3.3	0.5	1.4	-1.1	-5
CCc1ccccc1Oc1nc(NCCOC)nc2cc(-c3ccccc3)sc12	-2	.	-2	-4	-5.1	-2.1	.	0.0	-5
CC1CC(C)(C)N(C(=O)NC2CCCCC2)c2ccccc21 (stereo unspecified)	0	1.6	6	-11	1.0	3.3	1.5	1.0	4
O=C(C1CC(=O)N(C2CCCC2)C1)N1CCN(c2cccc(C(F)(F)F)c2)CC1 (stereo unspecified)	1	.	7	-4	1.8	3.0	0.3	-2.8	2
CCCCC(=O)N(C)c1c(CC)nc2c(OCCOc3ccc(F)cc3)cccn12	6	.	7	0	-3.6	4.9	.	0.2	-5
CC1(C)Cc2ccccc2-c2nc(CN3CCOCC3)[nH]c(=O)c21	-3	0.7	13	-2	-0.6	0.8	-0.3	?	-2
COc1ccc(NC(=O)CCN2C(=O)c3ccccc3S2(=O)=O)c(OC)c1	-3	-0.9	11	-12	0.6	.	0.8	-0.3	-5
Cc1ccc(NC(=O)C2CCN(S(=O)(=O)c3c(C)nn(C)c3C)CC2)c(Cl)c1	-6	-2.2	-3	3	-2.4	.	0.0	0.7	1
CC1CCCC(C)N1C(=O)CSc1nc(N)cc(N)n1 (stereo unspecified)	1	0.6	1	4	-2.3	.	2.9	2.5	2
COC(=O)C1=C(C)N(CCc2ccccc2)C(=O)C1(NS(=O)(=O)c1ccc(NC(C)=O)cc1)C(F)(F)F (stereo unspecified)	2	1.2	7	-11	-1.5	1.0	0.2	-1.8	-5
COc1ccc(NC(=O)c2cc(-c3cc(F)ccc3OC(C)C)n[nH]2)cc1OC	-2	.	9	-6	-1.0	-1.4	.	-0.4	-4
C=CCNC(=O)C1CC(=O)N(c2ccc(OCC(=O)Nc3ccc(Cl)c(C(F)(F)F)c3)cc2)C1 (stereo unspecified)	1	-0.4	3	0	0.4	-0.8	0.9	0.3	-16
COc1ccc(C(=O)CSc2ccc(-c3ccc(C)cc3)nn2)cc1	2	-0.5	3	6	-0.6	1.7	0.0	15	12
CCCc1nnc(NC(=O)c2cc3ccccc3o2)s1	2	0.9	23	16	0.3	-3.3	0.5	0.6	3
COc1cc(C(=O)Nc2ccccc2-c2nnn(CC(N)=O)n2)cc(OC)c1OC	5	-0.2	-6	-3	-1.9	-2.0	-1.0	-0.2	-2
Cn1c(NCc2ccc3occc3c2)nc2cc(-c3ccc(F)cc3)sc2c1=O	1	.	5	1	0.9	-1.2	.	-0.1	-5
O=C(NC(=S)Nc1ccccc1OC(F)F)c1ccc2c(c1)OCO2	0	1.4	3	.	-3.7	-1.0	-0.3	.	.
CCOC(=O)N1CCN(C(=O)c2ccc3c(=O)n(-c4ccc(OC)cc4OC)c(=S)[nH]c3c2)CC1	-8	5.1	4	5	-2.9	-0.8	-0.9	0.2	-1
Cc1ccc(OCC(=O)Nc2cccc(-c3nnc(-c4ccccc4)o3)c2)c(C)c1	-2	-0.3	20	3	-0.6	0.5	-0.1	?	-3
CCOC(=O)c1c(NC(=O)CSc2nnc(-c3cccnc3)o2)sc(C(C)=O)c1C	-12	3.1	3	-7	-3.4	.	0.8	0.0	-2
Cc1nc(NC(=O)COC(=O)CCc2ccccc2)c(Cl)cc1Cl	4	2.4	3	.	-1.4	-1.8	-0.2	.	.
C[C@H](NC(=O)c1nc[nH]c1C(=O)N1CCc2ccccc2C1)c1ccccc1	-2	1.2	-2	-3	-5.5	-1.3	-0.8	-0.4	5
CC1CN=C(NCc2ccccc2)S1 (stereo unspecified)	-11	0.1	5	6	-2.9	-0.6	-0.9	0.3	-5
CCN(CC(=O)NCc1ccc(F)cc1)C(=O)c1oc2ccccc2c1C	-1	2.2	3	1	-3.0	-0.7	1.0	0.8	4
N#CC1=C(N)Oc2n[nH]c(-c3ccccc3)c2C1c1ccsc1 (stereo unspecified)	-2	-0.7	22	.	-0.8	.	-0.2	.	.
O=C(C1CC=CCC1)N1CCC(CO)(Cc2ccc(Cl)cc2)CC1 (stereo unspecified)	2	-0.8	-5	2	-2.7	7.8	-0.2	-0.5	2
COc1ccc(CNc2nc(NCc3ccc(OC)cc3)n(C(=O)c3ccccc3[N+](=O)[O-])n2)cc1	0	-2.4	11	-21	-1.1	0.9	-0.8	-0.3	-3
CCCn1c(SCC(=O)NCCc2ccccc2)nnc1-c1ccccn1	3	-0.6	-4	1	-3.0	0.2	-0.6	0.2	0
O=c1[nH]ccc2c(O)cccc12	11	-2.5	6	-13	-2.8	0.5	0.5	-0.5	6
O=C(/C=C/c1ccc([N+](=O)[O-])cc1)OCC(=O)c1ccc[nH]1	3	1.4	19	-6	-1.0	-2.5	-1.5	-0.2	-5
COc1cc(NC(=O)CCCN2C(=O)NC(C)(C)C2=O)cc(OC)c1	0	-1.6	2	0	-4.0	0.0	-1.0	0.4	-4
CCOC(=O)c1c(NC(=O)Cc2cccs2)sc(C(=O)NC2CCCC2)c1C	1	-0.5	-2	-2	-1.3	-0.6	-0.6	-0.5	-2
CC(C)N(C(=O)Cn1cnc2c(cnn2-c2ccccc2Cl)c1=O)C(C)C	3	-0.7	-5	4	-0.5	.	-0.4	?	0
CC(=O)N1CC(=O)N(OCc2ccccc2)C1c1ccc(Cl)cc1Cl (stereo unspecified)	0	0.5	-5	-3	-0.7	.	0.8	-1.4	-5
O=C(NCC(c1cccs1)N1CCOCC1)c1ccccc1NS(=O)(=O)c1ccc(Cl)cc1 (stereo unspecified)	-1	0.9	-1	-7	-3.6	.	-0.5	-1.1	-4
C[N+]1(CCCCSc2ccc(O)cc2)CCCCC1	0	1.6	-5	-1	1.3	-2.6	0.3	0.1	-1
CC(NC(=O)CN(c1cccc(C(F)(F)F)c1)S(C)(=O)=O)c1ccccc1 (stereo unspecified)	0	-3.1	-5	?	-0.8	-0.1	1.6	2.3	12
O=[N+]([O-])c1ccc2[nH]ncc2c1	2	-1.3	7	-3	-1.1	.	0.2	0.0	-5
CC(C)CC(c1nnnn1Cc1ccco1)N1CCN(c2cccc(Cl)c2)CC1 (stereo unspecified)	2	0.2	-4	-23	-4.2	-2.7	-0.1	-1.1	-5
OC(c1ccc(F)cc1)c1nc(-c2ccoc2)cs1 (stereo unspecified)	4	.	17	0	0.4	0.0	.	0.3	-7
CCn1nc(NC(=O)c2ccccn2)c2cc3cc(C)ccc3nc21	11	-0.4	12	-11	-0.4	-1.5	-0.6	-0.7	0
Nc1c(N(CCC2=CCCCC2)C(=O)COc2ccc([N+](=O)[O-])cc2)c(=O)[nH]c(=O)n1Cc1ccccc1	3	.	8	-4	-0.1	0.2	1.0	0.1	-5

Next compounds.
SMILES	Mtb FBA inh	UGM FP inh	GDH-TPI counter	BoNT-F LC inh	FadD28 FP inh	Mtb BioA inh	PfHsp40 rescue	BoNT A protease	Anthrax LF inh2
O=C(Nc1cccc(NC(=O)c2ccco2)n1)c1ccco1	0	1.0	4	?	-1.3	0.1	-0.8	-4.3	3
COc1ccccc1CNC(=O)c1ccc(S(=O)(=O)N(C)C)cc1	1	1.9	-1	-1	-0.9	2.0	0.5	0.7	-8
CN1CCN(CC/C=C2/c3ccccc3Sc3ccc(S(=O)(=O)N(C)C)cc32)CC1	20	0.2	6	-15	-1.9	2.0	0.2	-0.2	-8
CCC(C)(C)NC(=O)c1ccccc1Oc1ccccc1	0	2.4	2	-8	-0.2	.	0.2	-1.1	-9
CC1(C)CC(=O)C2=C(C1)OC1=C(C(=O)CC(C)(C)C1)C2c1cc([N+](=O)[O-])cc([N+](=O)[O-])c1O	-10	2.0	2	-6	-1.2	.	-0.1	0.3	-2
O=C(O)CC1(CC(=O)O)Nc2ccccc2SC1=O	2	.	8	6	.	-1.4	-1.0	0.1	3
CC(C)c1ccc(NC(=O)NCc2cccnc2)cc1	5	0.1	4	6	0.7	-3.0	0.8	1.0	3
FC(F)(F)c1ccnc(NCc2ccco2)n1	4	-4.2	-1	-5	-0.3	-1.0	0.3	-0.2	4
COCCOC(=O)C1=C(C)NC(=O)CC1c1cc2c(cc1Br)OCO2 (stereo unspecified)	-3	2.4	2	1	-3.7	-1.1	-1.0	2.4	1
COc1ccccc1N1CCN(/N=C/c2cccc(Cl)c2)CC1	-1	1.9	9	.	0.2	1.3	-0.2	.	.
CCCc1cc(=O)oc2c3c(cc(OCC(=O)NCCCn4ccnc4)c12)OC(C)(C)CC3	170*	-1.1	16	-8	-0.8	43*	0.7	-1.0	-8
CCn1c(CNc2ccc(C)cc2C)nnc1SCC(=O)N1CCCc2ccccc21	-1	0.8	2	-4	1.6	3.2	0.0	-0.3	-4
COc1ccc(CC2(CO)CCN(Cc3cnn(C)c3C)CC2)cc1	-1	0.9	0	5	0.3	.	0.4	1.0	6
CCN(CC)Cc1nc2sc(C)c(C)c2c(=O)[nH]1	-1	1.2	-4	-4	-1.9	-1.1	0.5	-0.1	-6
CC(=O)Nc1ccc(SCCCC(=O)c2ccccc2)cc1	2	0.5	2	-5	1.3	0.3	-0.2	5.4	3
COc1ccc(NC(=O)N2CCC(n3cnc4ccccc43)CC2)cc1	4	-3.5	3	-4	-1.1	.	0.7	-0.9	-6
CCCc1cc(C(=O)OC)c(NC(=O)CCC(=O)O)s1	2	0.7	-2	-1	-0.8	.	0.0	0.7	-7
CCN(CC(=O)NCCc1ccc(S(N)(=O)=O)cc1)Cc1nc2ccccc2c(=O)[nH]1	5	-2.4	4	-8	-1.8	0.0	-1.0	0.2	-2
CC(=O)n1cc(C2CC(=O)OC3=C2CC(=O)C(C)(C)C3)c2ccccc21 (stereo unspecified)	-4	.	0	-3	-2.4	-0.4	.	-0.4	-6
CCC1(C)NC(=O)N(/N=C/c2ccc(C)s2)C1=O (stereo unspecified)	0	3.6	-1	4	-2.0	-3.2	-0.3	0.3	-4

Compounds shown so far with two or more sulfur atoms, in the order listed:
SMILES	Mtb FBA inh	UGM FP inh	GDH-TPI counter	BoNT-F LC inh	FadD28 FP inh	Mtb BioA inh	PfHsp40 rescue	BoNT A protease	Anthrax LF inh2
CCOC(=O)c1c(NC(=O)CSc2nnc(-c3cccnc3)o2)sc(C(C)=O)c1C	-12	3.1	3	-7	-3.4	.	0.8	0.0	-2
CCOC(=O)c1c(NC(=O)Cc2cccs2)sc(C(=O)NC2CCCC2)c1C	1	-0.5	-2	-2	-1.3	-0.6	-0.6	-0.5	-2
O=C(NCC(c1cccs1)N1CCOCC1)c1ccccc1NS(=O)(=O)c1ccc(Cl)cc1 (stereo unspecified)	-1	0.9	-1	-7	-3.6	.	-0.5	-1.1	-4
CN1CCN(CC/C=C2/c3ccccc3Sc3ccc(S(=O)(=O)N(C)C)cc32)CC1	20	0.2	6	-15	-1.9	2.0	0.2	-0.2	-8
